# High-throughput results from PubChem.
# N370S GC – N370S glucocerebrosidase modulation, Gaucher chaperone candidate. N370S GC spleen homogenate, 4MU-glucoside fluorescence. Potency, µM (doses to about 59.4 µM), without a hit: at the highest dose activity change, negative = inhibition, most hits filed as inhibitors. AID 2101. P04062. 0.092% of 330,000 active;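 also: 0% = full enzyme activity and -100% = no enzyme basal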
# GCN5L2 inh – blocks human GCN5L2 histone acetyltransferase; Q92830; GCN5L2 HAT assay, ThioGlo1 CoA-SH fluorescence; Potency, µM (doses to about 58.9 µM), inactives show at the highest dose activity change, negative = inhibition, usual class: inhibitors; 0.21% of 390,000 active; AID 504327
# Target sequence (Q92830 whole entry, looked up): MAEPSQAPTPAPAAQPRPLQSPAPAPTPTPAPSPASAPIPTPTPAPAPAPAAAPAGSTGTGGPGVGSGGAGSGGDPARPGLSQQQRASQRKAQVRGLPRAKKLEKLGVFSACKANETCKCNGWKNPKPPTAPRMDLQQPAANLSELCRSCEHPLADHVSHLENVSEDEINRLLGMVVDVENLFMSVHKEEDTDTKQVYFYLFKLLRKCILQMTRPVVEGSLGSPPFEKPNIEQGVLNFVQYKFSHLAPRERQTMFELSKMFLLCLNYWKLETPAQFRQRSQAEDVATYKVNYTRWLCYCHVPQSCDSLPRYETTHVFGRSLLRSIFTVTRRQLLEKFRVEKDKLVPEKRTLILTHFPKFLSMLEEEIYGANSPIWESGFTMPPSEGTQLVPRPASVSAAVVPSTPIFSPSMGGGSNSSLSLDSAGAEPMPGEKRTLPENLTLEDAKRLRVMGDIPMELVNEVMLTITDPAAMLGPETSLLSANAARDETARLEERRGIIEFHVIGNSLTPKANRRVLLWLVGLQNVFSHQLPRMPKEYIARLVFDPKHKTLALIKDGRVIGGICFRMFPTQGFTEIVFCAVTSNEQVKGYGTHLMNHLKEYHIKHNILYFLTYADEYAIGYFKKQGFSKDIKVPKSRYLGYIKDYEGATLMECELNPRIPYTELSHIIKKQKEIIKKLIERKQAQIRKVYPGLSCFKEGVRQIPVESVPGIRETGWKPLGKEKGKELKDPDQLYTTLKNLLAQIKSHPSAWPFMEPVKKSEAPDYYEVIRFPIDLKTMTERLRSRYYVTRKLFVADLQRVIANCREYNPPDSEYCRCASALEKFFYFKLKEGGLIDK
#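 Titration-based screen in which CoA formation is detected via maleimide probe ThioGlo1 (50uM) turning fluorescent on thiol reaction; substrates H3(1-25) 75uM and acetyl-CoA 70uM, GCN5L2 20nM, 20 min incubation at room temperature.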
# FEN1 inh – inhibitors of human flap endonuclease 1 | P39748 | Recombinant FEN1 flap cleavage, fluorescence, 15 min | Potency, µM (titrated, usually from 114 µM), for the others: at the highest dose activity change, negative = inhibition, actives largely listed as inhibitors | 0.35% of 390,000 active | AID 588795; also: nearly all actives have a fitted effect of over 65% in size
#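 In this screen, 50 nM flap DNA substrate was added to 10 nM FEN1 pretreated with compound for 15 min at room temperature; cleavage was followed with reads at 0 and 15 min, and Hill fitting gave concentration–response parameters.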
# Starred values were filed as active, the others as inactive; ? = inconclusive; nt = no result given; & = joins results of further samples. Calls follow the shape of the dose curve; as a rule, active = well fitted curve in the direction sought with a large enough effect; inconclusive = small, poorly fitted or top-dose-only effect, or another doubt; inactive = no such curve, though single readings can be large; an effect the other way counts as inactive or inconclusive. Unless noted, % is scaled to controls: 0 for no effect and ±100 for the full control effect; potency is read from the fitted curve at half-maximal effect.
# Every second line gives: FEN1 inh	N370S GC	GCN5L2 inh
> COc1ccc(/C=C2\SC(=O)N(CC(=O)NCCCn3ccnc3)C2=O)cc1
→ -16%	-20%	-3%
> CN(CC1COc2ccccc2O1)C(=O)Cn1cc(C(F)(F)F)ccc1=O (stereo not drawn)
→ -2%	nt	-1%
> O=C(CSc1nc2ccccc2c(=O)[nH]1)Nc1ccc(N2CCOCC2)c(Cl)c1
→ 2%	-1%	2%
> CCOC(=O)N1CCC(NC(=O)c2cnn(-c3ccc(C)cc3C)c2C2CCN(C(=O)OC(C)(C)C)CC2)CC1
→ 3%	nt	15%
> CC(C)(C)OC(=O)N1CCC(c2c(C(=O)NC3CC3)cnn2-c2ccccc2)CC1
→ -15%	-3%	-2%
> O=C(O)CCC(=O)N1CCc2cc(S(=O)(=O)N3CCN(c4ccc(F)cc4)CC3)ccc21
→ 2%	2%	-9%
> CCOC(=O)C(Cc1ccccc1)NC(=O)CCC(=O)c1ccc(OC)cc1 (stereo not drawn)
→ 5%	-11%	25%
> O=C(COC(=O)c1ccc(NS(=O)(=O)c2cccs2)cc1)NCC1CCCO1 (stereo not drawn)
→ -4%	-1%	1%
> CCN(c1ccccc1)S(=O)(=O)c1ccc2[nH]c(=O)[nH]c2c1
→ -9%	-17%	1%
> CC(C)(C)OCC(NC(=O)C(CC(N)=O)NC(=O)OC(C)(C)C)C(=O)OC(C)(C)C (stereo not drawn)
→ -4%	-1%	-2%
> C=CCn1c(SCC(=O)Nc2ccc(-c3nc4ccc(C)cc4s3)cc2)nnc1-c1ccccc1
→ -21%	28%	?
> O=C(COC(=O)c1cc(-c2cccs2)nn1-c1ccccc1)Nc1ccc(Cl)c([N+](=O)[O-])c1
→ 0%	2%	0%
> CCCCN(CC)C(=O)Cn1cc2c(n1)-c1c(oc(C(=O)N3CCCC3)c1C)CC2
→ 1%	nt	1%
> CCn1c(CNc2ccc(Cl)cc2)nnc1SCC(=O)OC1CCCCC1
→ -4%	-4%	-4%
> O=C(Nc1ccc2c(c1)C(=O)OC2)Nc1cccc2ccccc12
→ 5%	-6%	0%

# The closing 2 compounds of the part above are carried over, then new ones follow.
# Every second line gives: FEN1 inh	N370S GC	GCN5L2 inh
> CCn1c(CNc2ccc(Cl)cc2)nnc1SCC(=O)OC1CCCCC1
→ -4%	-4%	-4%
> O=C(Nc1ccc2c(c1)C(=O)OC2)Nc1cccc2ccccc12
→ 5%	-6%	0%
> Cc1nn(-c2ccccc2)c(Cl)c1C(=O)N(C)CC(=O)Nc1cccc(F)c1
→ 3%	-6%	3%
> COCCNC(=O)c1cn(CCOC)c(=O)c2c1c1ccccc1n2C
→ -2%	?	-6%
> CCOC(=O)C1(CCOc2ccccc2)CCN(Cc2ccc(C(=O)OC)cc2)CC1
→ -22%	-10%	-3%
> O=c1oc2ccccc2cc1-c1cn2cccnc2n1
→ -8%	19%	-23%
> CCCCNC(=O)CCn1c(=O)c2ccccc2n(CC(=O)Nc2ccccc2OCC)c1=O
→ -3%	0%	1%
> CCC1=NN(C(=O)C(=O)Nc2ccc(OC)cc2)C(O)(C(F)(F)F)C1 (stereo not drawn)
→ 5%	2%	25%
> COc1ccc(-n2nc(C(=O)O)cc2-c2ccccc2)cc1
→ -2%	-4%	-2%
> CCOC(=O)c1c(S(=O)(=O)N2CCC(C(=O)NCc3ccc(F)cc3)CC2)c(C)n(C)c1C
→ -1%	nt	-6%
> COc1ccc(OC)c(S(=O)(=O)N2CCN(C)CC2)c1
→ 3%	0%	-5%
> O=C(OCC(=O)N1CCCCC1)c1cccc(NS(=O)(=O)c2ccccc2)c1
→ 0%	-4%	2%
> O=C(Nc1ccc(C(F)(F)F)cc1)C1=NN(C2CCS(=O)(=O)C2)C(=O)CC1 (stereo not drawn)
→ 10%	nt	-1%
> Cc1nnc(SCCn2c(N3CCCCCC3)nc3c2c(=O)[nH]c(=O)n3C)s1
→ 10%	1%	0%
> CCOc1ccc([C@@H]2CC=C(C(=O)O)[C@H](c3cccc(Cl)c3)N2S(=O)(=O)c2ccc(C)cc2)cc1
→ 13%	-3%	-13%
> COCCN(C(=O)COC(=O)c1ccc(C=O)cc1)c1c(N)n(Cc2ccccc2)c(=O)[nH]c1=O
→ 11%	0%	-1%
> CC(CNC(=O)CN1C(=O)c2cccnc2Oc2ccc(Cl)cc21)c1ccccc1 (stereo not drawn)
→ 12%&7%	-25%	-3%&-3%

# Every second line gives: FEN1 inh	N370S GC	GCN5L2 inh
> NC(=O)C1(N2CCCCC2)CCN(C2CC(=O)N(CCc3ccccc3)C2=O)CC1 (stereo not drawn)
→ 1%	-3%	nt
> CCCOC(=O)c1ccc(NC(=O)Cn2nnc3sc4c(c3c2=O)CCC(C(C)(C)C)C4)cc1 (stereo not drawn)
→ -13%	nt	-1%
> CCOc1cc(CNC(=O)Cn2c(=O)c3cccn3c3ccc(F)cc32)cc(OCC)c1OCC
→ 0%	nt	-7%
> COc1ccc(C2/C(=C(/O)c3ccc(C)cc3)C(=O)C(=O)N2c2ccccn2)cc1 (stereo not drawn)
→ -1%	-10%	1%
> CCCC(=O)N(Cc1cc2cc(C)ccc2[nH]c1=O)c1ccccc1OC
→ -5%	21%	4%
> O=c1c2ccccc2[nH]c(=S)n1Cc1ccccc1Cl
→ 2%	-18%	-2%
> N#CCCn1c(=O)n(CCC#N)c2ccccc21
→ 0%	-3%	0%
> CC1Cc2nc(SCC(=O)Nc3ccc(F)cc3F)n(C)c(=O)c2S1 (stereo not drawn)
→ -9%	11%	2%
> COc1ccc(-n2cc(CNC3CCOCC3)c(-c3cccc(F)c3)n2)cc1
→ -11%	-10%	-5%
> COCCn1cnc2c1c(=O)n(CC(=O)OCC(=O)NCC(F)(F)F)c(=O)n2Cc1ccccc1
→ -2%	-21%	-7%
> CC(C)(C)C1CCC(OCC(O)CN2CCN(Cc3ccccc3)CC2)CC1 (stereo not drawn)
→ 12%	?	1%
> O=C(CCC(=O)N1CCSc2ccccc21)NCc1cccc(Br)c1
→ 0%	-11%	-3%
> Cn1ncc(C#N)c1NC(=O)C1CC(c2ccc(Cl)cc2)=NO1 (stereo not drawn)
→ 10%	3%	-7%
> C/C(=N\Nc1cc(Cl)nc(C)n1)c1ccc(Cl)c(Cl)c1
→ -2%	2%	12%
> CC1=CC(C)[C@H](/C=N/n2c(=O)[nH]c3c([nH]c4ccc(Br)cc43)c2=O)C(C)C1 (stereo partly drawn)
→ -5%	-4%	-6%

# Every second line gives: FEN1 inh	N370S GC	GCN5L2 inh
> COc1ccc(NC(=O)CCc2ccccc2)cc1NC(=O)c1ccco1
→ -3%	-13%	-6%
> O=C(CC1SC(=O)N(c2ccccc2)C1=O)Nc1ccc(Br)cc1 (stereo not drawn)
→ -3%	-14%	-16%
> CCOCCCNC(=O)c1c(NC(=O)c2nc(SC)ncc2Cl)sc2c1CCCC2
→ 3%&4%	nt	1%
> COc1ccccc1NC(=O)c1oc2ccccc2c1NC(=O)Cc1cccs1
→ 22%	nt	0%
> CC(OC(=O)c1ccc([N+](=O)[O-])s1)C(=O)NC1CCCCC1C (stereo not drawn)
→ -20%	nt	-5%
> O=C(Oc1cc(=O)n2ccccc2n1)c1ccccc1
→ 5%	2%	0%
> O=C(NNC(=S)Nc1ccccc1Cl)c1ccccc1Cl
→ 14%	20%	-12%
> O=C1OCc2ccc(NC(=O)C3CCCCC3)cc21
→ 1%	2%	-1%
> C=CCN(c1ccccc1)S(=O)(=O)c1cccc(C(=O)N2CC(C)CC(C)C2)c1 (stereo not drawn)
→ -1%	-6%	-22%
> Cc1ccc(CCc2nnc(SCC(=O)Nc3ccccc3Cl)n2-c2ccccc2)o1
→ -9%	9%	-2%
> CC(C)NC(=O)CSc1nc(Cc2ccccc2)nc2ccccc12
→ -3%	-6%	-5%
> Cc1[nH]nc(-c2ccc(OCc3cnn(-c4ccccc4)c3)cc2O)c1Oc1ccc(F)cc1
→ -1%	8%	-4%
> COc1ccc(CN(C(=O)c2ccc(-c3ccccc3)[nH]2)C(C(=O)NCC2CCCO2)c2ccc(C)o2)cc1 (stereo not drawn)
→ -13%	nt	-16%
> CC1CCN=C(N)S1 (stereo not drawn)
→ -3%	-1%	?
> C=CCc1cccc([C@@H]2[C@@H](C)CC[C@H]3C(=O)N4[C@@H](c5cc(OC)c(OC)c(OC)c5)c5[nH]c6ccccc6c5C[C@H]4C(=O)N23)c1
→ nt	-26%	-9%

# Every second line gives: FEN1 inh	N370S GC	GCN5L2 inh
> CC(C)NC(=O)C1CC=CCC1C(=O)O (stereo not drawn)
→ 11%	4%	-2%
> NS(=O)(=O)c1cc2c(cc1Cl)NC(c1ccccc1OCC(=O)O)NS2(=O)=O (stereo not drawn)
→ 28%	-17%	-15%
> CCN(CC)S(=O)(=O)c1ccc(N/N=C(\C)c2ccncc2)c([N+](=O)[O-])c1
→ -13%	-6%	-3%
> Cc1ccc(S(=O)(=O)NCC(=O)N(CC(=O)NCC2CCCO2)Cc2ccco2)cc1 (stereo not drawn)
→ 15%	1%	5%
> Cc1cccc(N2CCN(C(=O)c3ccc(NS(=O)(=O)c4ccc5[nH]c(=O)[nH]c5c4)cc3)CC2)c1C
→ -15%	?	-31%
> Cc1cc(N2C(=O)C3CC=CCC3C2=O)no1 (stereo not drawn)
→ -9%	-8%	1%
> O=C(COC(=O)C1=COCCO1)Nc1cc(S(=O)(=O)N2CCCCC2)ccc1Cl
→ 3%	2%	0%
> O=C(COC(=O)c1ccc(Cl)nc1)NC(=O)c1ccc(OC(F)F)cc1
→ 16%	0%	-2%
> Cc1cc(Cl)cc(Br)c1OCCCNCC(C)O (stereo not drawn)
→ 1%	-17%	-7%
> Cc1ccc(-c2csc(N/N=C/C=C/c3ccccc3)n2)cc1
→ -3%	0%	-11%
> CCCOc1ccc(N2C(=O)CC(NCc3ccc(S(N)(=O)=O)cc3)C2=O)cc1 (stereo not drawn)
→ 10%	5%	-1%
> COc1ccccc1N1CCN(/N=C/c2cc([N+](=O)[O-])ccc2Cl)CC1
→ 0%	-15%	-7%
> CCc1c(C)sc(NC(=O)OC)c1C(=O)N1CCCCC1
→ -4%	3%	3%
> COc1ccc(OCCc2nnc(N)s2)cc1
→ 6%	-12%	5%
> O=C(NCCN1CCOCC1)c1ccc(/C=C2\Sc3ccccc3N(Cc3ccc(F)cc3)C2=O)cc1
→ -4%	?	-7%

# Part of the list above, limited to GCN5L2 inh:
Molecule	GCN5L2 inh
O=C(CSc1nc2ccccc2c(=O)[nH]1)Nc1ccc(N2CCOCC2)c(Cl)c1	2%
CCOC(=O)N1CCC(NC(=O)c2cnn(-c3ccc(C)cc3C)c2C2CCN(C(=O)OC(C)(C)C)CC2)CC1	15%

# More structures follow.
# Every second line gives: FEN1 inh	N370S GC	GCN5L2 inh
> O=C(CCCCCn1c(=O)c2sccc2n(Cc2ccccc2Cl)c1=O)NCc1ccc2c(c1)OCO2
→ -8%	nt	-3%
> CC(C)CN(CCNC(=O)CC1Oc2ccccc2NC1=O)CC(C)C (stereo not drawn)
→ -6%	-7%	-1%
> CC(OC(=O)CCCCCN=C1NS(=O)(=O)c2ccccc21)C(=O)Nc1cc(Cl)cc(Cl)c1 (stereo not drawn)
→ -20%	-23%	-9%
> CCCCn1c(N)c(N(CC(C)C)C(=O)CSc2ccccc2C)c(=O)[nH]c1=O
→ -2%	-19%	-6%
> O=c1c2ccccc2nc(/C=C/c2ccc3c(c2)OCO3)n1CCCO
→ -14%	2%	-9%
> NNC(=O)c1csc(Cc2c(Cl)sc3ccc(Cl)cc23)n1
→ -25%	6%	-8%
> COC(=O)c1c(NC(=S)NN2CCN(C)CC2)sc2c1CCC(C)C2 (stereo not drawn)
→ -12%	3%	-3%
> CC(=O)NC(=S)Nc1ccccc1C(=O)NC1CCCCC1
→ 4%	6%	0%
> O=C(NC1CCCc2ccccc21)C1CCN(C(=O)c2sccc2-n2cccc2)CC1 (stereo not drawn)
→ -4%	10%	-7%
> Cc1cccc(N2CCN(C(=O)c3ccc4[nH]c(C)c(C)c4c3)CC2)c1C
→ -13%	nt	-5%
> CCOC(=O)CN1C(=O)C(Sc2n[nH]c(-c3ccc(C)cc3)n2)CCc2ccccc21 (stereo not drawn)
→ -8%	27%	-13%
> CCOC(=O)N1CCC(NC(=O)c2c(C)nn(-c3cccc(C)c3)c2-n2cccc2)CC1
→ -3%	nt	1%
> c1ccc(-c2[nH]ncc2-c2ccnc3ccccc23)nc1
→ nt	-6%	12%
> CCOC(=O)c1cc(-c2ccccc2)n(-c2cccc(C(=O)Nc3cccc(C)c3)c2)c1C
→ 5%	nt	-9%
> CCOC(=O)Cc1n[nH]c(=O)c2ccccc12
→ 2%	2%	-6%
> CCOC(=O)C1C(=O)NC(c2ccccc2)=NC1c1ccc(C(C)C)cc1 (stereo not drawn)
→ 14%	8%	23%
> Cc1oc(-c2cccs2)nc1CN1CC[C@@](O)(c2ccccc2)[C@H]2CCCC[C@@H]21
→ 10%	21%	-20%

# Gathered by group, the compounds so far with a cyano group.
# Every second line gives: FEN1 inh	N370S GC	GCN5L2 inh
> N#CCCn1c(=O)n(CCC#N)c2ccccc21
→ 0%	-3%	0%
> Cn1ncc(C#N)c1NC(=O)C1CC(c2ccc(Cl)cc2)=NO1 (stereo not drawn)
→ 10%	3%	-7%
